NR2F2 inh: inhibitors of human COUP-TFII (NR2F2); P24468; AID 686940; actives 0.7% (n = 370,000); inhibition, % at 8.6 µM; HEK293T NGFI-A luciferase reporter, luminescence;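 active = inhibition above a per-plate cutoff, mean inhibition of test wells between control levels plus 3 SD, cut at about 38% in these data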;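 note: cells cotransfected with COUP-TFII expression vector driving the NGFI-A reporter; 0% = median of COUP-TF2 test wells and 100% = reporter-only cells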
Target sequence (P24468 whole entry, looked up): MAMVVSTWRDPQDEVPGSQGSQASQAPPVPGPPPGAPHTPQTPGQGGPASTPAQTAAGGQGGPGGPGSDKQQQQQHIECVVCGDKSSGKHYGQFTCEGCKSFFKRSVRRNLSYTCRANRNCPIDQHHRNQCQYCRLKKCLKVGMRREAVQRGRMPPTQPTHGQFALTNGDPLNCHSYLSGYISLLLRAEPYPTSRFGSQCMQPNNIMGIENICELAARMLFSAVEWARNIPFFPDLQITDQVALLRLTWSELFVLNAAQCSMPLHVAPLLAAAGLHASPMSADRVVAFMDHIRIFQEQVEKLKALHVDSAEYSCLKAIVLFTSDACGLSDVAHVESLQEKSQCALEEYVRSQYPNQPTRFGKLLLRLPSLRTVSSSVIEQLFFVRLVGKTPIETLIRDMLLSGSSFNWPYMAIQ
NOD2 RIPK2 PPI: inhibitors of human NOD2-RIPK2 interaction. O43353. CHO BLA complementation NOD2-RIPK2, CCF4 ratio. inhibition, % at 4.98 µM. actives 0.38% (n = 360,000); in the data active = inhibition above about 21%;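 note: 0% = vehicle only and 100% = reference blocker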
LRH-1 inv ag: inverse agonists of human LRH-1 (NR5A2). HEK293T StAR-luciferase reporter, LRH-1 transfected, 24 h. actives 0.13% (n = 360,000). inhibition, % at 3.6 µM. AID 602396. O00482;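 active = inhibition above the mean inhibition of all tested compounds plus 3 SD, cut at about 73% in these data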;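 note: 0% = DMSO wells and 100% = reporter-only cells lacking LRH-1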
Target sequence (O00482 whole entry, looked up): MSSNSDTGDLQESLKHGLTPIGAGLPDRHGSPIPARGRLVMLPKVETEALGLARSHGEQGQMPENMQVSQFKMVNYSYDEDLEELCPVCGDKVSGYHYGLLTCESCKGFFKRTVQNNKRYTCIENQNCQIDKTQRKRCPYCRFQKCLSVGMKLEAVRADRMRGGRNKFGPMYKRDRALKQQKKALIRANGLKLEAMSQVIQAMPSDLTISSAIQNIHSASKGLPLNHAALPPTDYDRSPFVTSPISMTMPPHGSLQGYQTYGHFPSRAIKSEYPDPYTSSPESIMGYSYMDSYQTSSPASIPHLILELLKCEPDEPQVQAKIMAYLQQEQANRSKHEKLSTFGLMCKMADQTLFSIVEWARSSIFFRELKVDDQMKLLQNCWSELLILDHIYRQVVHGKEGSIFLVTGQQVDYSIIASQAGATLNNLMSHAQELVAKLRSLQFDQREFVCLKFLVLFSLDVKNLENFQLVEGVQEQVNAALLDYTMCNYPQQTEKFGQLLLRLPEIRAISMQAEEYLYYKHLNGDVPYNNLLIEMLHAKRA
TLR9-MyD88 inh: blocks human TLR9 binding to MyD88; AID 504734; CHO BLA complementation TLR9-MyD88, CCF4 FRET ratio; inhibition, % at 4.98 µM; actives 0.21% (n = 340,000);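 active = inhibition above the mean over all tested compounds plus 3 SD, cut at about 21% in these data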;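 note: 0% = DMSO only wells and 100% = clavulanate BLA inhibitor control wells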
C8 TRAIL sens: caspase-8 TRAIL sensitization. NB7+C8 cells + TRAIL, ATPlite viability luminescence. inhibition (viability loss, TRAIL sensitization), % at 10 µM. actives 1% (n = 360,000). AID 624354;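 active = compounds causing at least 50% loss of cell viability in the single-dose screen, relative to plate controls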
SRC1 inh: inhibits human SRC1 coactivator | Q15788 | HEK293 GAL4-SRC1 luciferase reporter, luminescence | inhibition, % at 3.6 µM | actives 0.12% (n = 360,000);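 active = inhibition above the campaign mean plus 3 SD, with each screening campaign given its own cutoff, cut at about 60% in these data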;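 note: 0% = DMSO treated cells and 100% = gossypol at 36 µM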
SRC3 inh: inhibits human SRC3 coactivator; inhibition, % at 3.6 µM; Q9Y6Q9; HEK293 GAL4-SRC3 luciferase reporter, luminescence; actives 0.17% (n = 360,000); AID 588352;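 active = inhibition above a per-campaign cutoff, the mean of all compounds plus 3 SD, cut at about 60% in these data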;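 note: 0% = DMSO-treated cells and 100% = gossypol-treated cells at 36 µM; higher means less SRC3-driven luciferase light from the GAL4 reporter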
NCOA2 inhibitor: inhibits human steroid receptor coactivator 2 | HEK293 GAL4-SRC2 luciferase reporter, luminescence | inhibition, % at 9 µM | Q15596 | actives 0.17% (n = 370,000);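 active = inhibition above the mean inhibition of all tested compounds plus 3 SD, set per campaign, cut at about 52% in these data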;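 note: 0% = DMSO treated cells and 100% = cells given Gossypol at 36 µM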
EBV LMP1 NFkB: reduces LMP1-driven NF-kappaB luciferase signal. actives 0.69% (n = 350,000). LMP1-induced NF-kappaB luciferase reporter cells, luminescence. inhibition, % at 12.5 µM; in the data active = inhibition above about 41%;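 note: 0% = neutral control wells and 100% = reference inhibitor control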
TROY signal inh: blocks TROY-dependent signaling in reporter cells; actives 0.98% (n = 360,000); AID 1347056; inhibition, % at 10 µM; Q293 LMP1-TROYcd NF-kB luciferase reporter, 4 h;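 active = compounds whose plate-normalised and pattern-corrected inhibition of the luciferase reporter signal at the single screening dose is 50% or more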
TWEAK Fn14 block: blocks TWEAK-Fn14 interaction in a reporter cell assay; AID 1159606; TWEAK-stimulated Fn14 reporter cells, luciferase luminescence, 8 h; inhibition, % at 10 µM; actives 2% (n = 360,000); in the data active = inhibition above about 50%
The depositor's hits bear a star; . = not tested or not shown. An excerpt; the hit share may differ from the screen's.

Every second line gives: NR2F2 inh	NOD2 RIPK2 PPI	LRH-1 inv ag	TLR9-MyD88 inh	C8 TRAIL sens	SRC1 inh	SRC3 inh	NCOA2 inhibitor	EBV LMP1 NFkB	TROY signal inh	TWEAK Fn14 block
(1) CCOc1ccc(NC(=O)C2CCCN(S(=O)(=O)c3ccc4c(c3)CC(C)N4C(C)=O)C2)cc1 (stereo not drawn)
    -8	2	-14	2	2	-21	-27	2	9	-13	2
(2) Cc1c([C@H]2[C@@H](CC#N)C2(C)C)c2ccccc2n1C
    11	3	-4	-7	-7	12	11	-3	-9	.	48
(3) Cc1ccc(-n2nnnc2CNC(=O)C2CC(=O)N(c3ccc(F)cc3)C2)cc1C (stereo not drawn)
    11	0	4	4	24	-11	-15	5	6	7	15
(4) O=C(c1cc2c(s1)CCCC2)n1cccn1
    .	-6	26	-10	-4	-14	13	.	-10	-21	2
(5) CSCCC(NC(=O)c1ccc([N+](=O)[O-])cc1Cl)C(=O)OCC(=O)NCC(F)(F)F (stereo not drawn)
    -13	-4	10	-1	-2	-29	23	-19	-2	3	-13
(6) COC(=O)COc1ccc(S(=O)(=O)NCc2ccco2)cc1Cl
    -4	-8	-13	-5	-8	-1	-27	-9	-5	10	-8
(7) CCN(CC)C(=O)c1ccc(-c2cccs2)s1
    -23	-9	-63	2	-6	-46	-54	-42	-24	-38	-34
(8) CC1(C)CC(NC(=O)CC2CCCCC2)CC(C)(C)N1
    -7	-4	14	0	0	-7	11	-7	0	-4	6
(9) CCOC(=O)c1cc(NC(=O)c2cccnc2)cc(C(=O)OCC)c1
    2	9	26	-4	-10	-15	-10	-27	6	-18	1
(10) COc1cc(/C=N/NC2=NC(C)(C)Cc3ccccc32)cc(OC)c1OC
    7	-3	20	-3	18	-4	1	-22	6	-13	-17
(11) O=C1CC(c2ccccc2)CC(O)=C1C=NCCCN1CCOCC1 (stereo not drawn)
    -8	6	-12	-3	-65	-2	15	10	3	-13	3
(12) O=C(CN1CCCC1)NCC12CC3CC(CC(C3)C1)C2
    -1	-2	15	-3	5	-2	8	24	-4	12	-4
(13) O=C(Nc1ccc(F)c(Cl)c1)c1cc(C2CCCN(S(=O)(=O)c3ccccc3)C2)on1 (stereo not drawn)
    -1	-6	7	.	9	3	-13	-30	.	2	-1
(14) CCCCn1c(SCc2nc3ccccc3s2)nc2ccccc2c1=O
    -4	0	7	2	14	1	-5	-7	9	9	11
(15) CCOc1c(N2CCOCC2)c(=O)c1=O
    5	0	-4	13	8	10	21	10	-18	5	-4

New compounds follow:
Every second line gives: NR2F2 inh	NOD2 RIPK2 PPI	LRH-1 inv ag	TLR9-MyD88 inh	C8 TRAIL sens	SRC1 inh	SRC3 inh	NCOA2 inhibitor	EBV LMP1 NFkB	TROY signal inh	TWEAK Fn14 block
(16) CCNC(=O)C/C(C)=N/NC(=O)C1CCCCC1
    -7	3	0	12	-1	-8	-4	-11	-1	-6	6
(17) O=C(NCc1ccco1)c1ccc2[nH]c(=O)c(=O)[nH]c2c1
    -9	2	11	6	-11	-8	-8	7	10	-13	8
(18) COc1ccc(C2N(c3ccc4c(c3)OCCO4)C(=O)C2(F)F)cc1OC (stereo not drawn)
    -1	6	-10	-5	-3	5	3	-9	4	20	-16
(19) COc1ccc(OC)c(NC(=O)C2=C(C)Nc3ncnn3C2c2cccs2)c1 (stereo not drawn)
    0	7	23	2	-14	-5	4	-13	-7	-3	2
(20) COc1ccnc(-n2cccc2C=O)c1C#N
    .	-2	26	2	-10	-3	12	.	-20	-22	4
(21) Cc1ccc(C(=O)NNC(=O)c2ccc3ncccc3c2)cc1
    -4	-14	-5	1	-13	-3	23	-19	4	4	5
(22) CC1CCN(N=Nc2nc3c([nH]2)c(=O)n(C)c(=O)n3C)CC1
    -34	-2	-37	3	7	-7	-28	-7	-9	-12	13
(23) CCOc1ccc(CCN2C(=S)N([C@@H](CC(C)C)CN3CCCC3CN3C(=S)NC[C@@H]3CC(C)C)C[C@@H]2Cc2ccccc2)cc1 (stereo partly drawn)
    -6	-3	-1	2	-5	-5	3	10	4	9	18
(24) Cc1ccc(NC(=O)CN(C)C(=O)c2ccc(Br)o2)cc1
    5	-6	5	-5	1	-12	-1	3	-3	-16	16
(25) CCC(=O)c1ccc2c(c1)OCCO2
    0	-6	-9	-2	7	4	-4	-7	6	-8	5
(26) Cc1noc(C)c1S(=O)(=O)N(CC(=O)N1CCCC1)c1ccc(C(C)C)cc1
    20	5	-7	-7	2	8	6	1	-7	1	2
(27) O=S(=O)(c1cccs1)N1CN(Cc2ccc(Cl)cc2)c2nc3ccccc3nc21
    -1	-7	-7	-10	8	-28	-15	-19	-20	-3	-8
(28) CC(C)(C)Cc1nc2ccccc2n1CCc1ccccc1
    6	0	0	0	-8	0	6	-4	5	7	15
(29) CC1Cc2ccccc2N1S(=O)(=O)c1cccc(C(=O)OCC(=O)N2CCOCC2)c1 (stereo not drawn)
    2	-5	10	0	-7	-25	-1	16	1	-4	-3
(30) Cc1[nH]c2ccccc2c1/C=N/NC(=O)Nc1ccccc1
    -5	4	-60	5	-8	-41	-33	-52	-37	-37	-12

Continued:
Every second line gives: NR2F2 inh	NOD2 RIPK2 PPI	LRH-1 inv ag	TLR9-MyD88 inh	C8 TRAIL sens	SRC1 inh	SRC3 inh	NCOA2 inhibitor	EBV LMP1 NFkB	TROY signal inh	TWEAK Fn14 block
(31) COc1cc2ccccc2cc1C(=O)OCC(=O)N(CC(C)C)c1c(N)n(Cc2ccccc2)c(=O)[nH]c1=O
    5	-9	9	4	21	-5	-1	-29	-10	-15	-6
(32) CC(=O)Cc1nsc(NC(=O)c2cc(-c3ccc(Cl)c(Cl)c3)oc2C)n1
    7	-16	-12	-6	-1	10	8	-16	-5	-9	28
(33) COC(=O)C1(C(=O)OC)C[C@H](c2cccs2)N(Cc2ccccc2OC)[C@@H]1c1ccc(F)cc1
    1	-11	25	.	14	.	.	22	.	.	.
(34) Cc1ccc(S(=O)(=O)CC(=O)c2ccccc2[N+](=O)[O-])cc1
    -19	-7	0	-3	0	5	-20	7	-6	11	0
(35) CN(C)Cc1cc(C(C)(C)C)cc(N2CCOCC2)c1O
    9	-3	12	-4	-1	-18	-20	9	68*	-2	5
(36) CCCc1nc(SCC(=O)NNC(=O)c2ccc(OC)cc2)c2ccccc2n1
    8	0	7	3	-1	-8	-13	-3	2	19	17
(37) O=C(NCc1ccc2c(c1)OCO2)C(c1ccco1)N(C(=O)c1csnn1)c1ccccc1 (stereo not drawn)
    -1	-6	2	-4	-7	-13	3	0	-40	7	19
(38) CN1C(=O)c2ccc(NC(=O)C3CCCCC3)cc2C1=O
    12	-7	-1	-8	-7	10	-3	-7	-4	-41	-19
(39) CCOc1cc(C(=O)CSc2nnc(CNc3ccc(Cl)cc3)o2)ccc1NC(=O)CC
    7	-2	15	-17	2	-6	11	24	-6	7	-48
(40) CC[C@@H](C)[C@@H](C(=O)N1CCN(C(=O)OC(C)(C)C)CC1)n1cc(CCCCNC(=O)OC(C)(C)C)nn1
    3	-15	15	6	7	7	14	-3	-6	13	11
(41) Cc1ccc(CCNC(=O)c2nn(C)c3c2CS(=O)(=O)c2ccccc2-3)cc1
    -5	3	17	6	-14	12	9	-34	-7	2	16
(42) CCCCNC(=S)NNC(=O)CCn1nc(C)c(Br)c1C
    1	4	0	-3	-2	4	7	15	-2	-17	-10
(43) CCOC(=O)C1=C(SCC)c2cc3c(n2C1=O)CCCC3
    10	2	-8	6	-2	5	5	6	-3	22	23
(44) CCc1nc2ccc(C(=O)Nc3cccc(OCC(=O)N(C)C)c3)cn2c1N(C)Cc1ccc(OC)cc1
    3	-1	3	.	-17	9	0	7	.	5	4
(45) COc1ccc(-c2nc(=S)c3c(n2CCN2CCOCC2)CC(C)(C)OC3)cc1
    -2	-3	3	-2	-16	1	9	-31	-2	32	9

Later entries.
Every second line gives: NR2F2 inh	NOD2 RIPK2 PPI	LRH-1 inv ag	TLR9-MyD88 inh	C8 TRAIL sens	SRC1 inh	SRC3 inh	NCOA2 inhibitor	EBV LMP1 NFkB	TROY signal inh	TWEAK Fn14 block
(46) O=C(Nc1c2c(nn1-c1ccccc1)CS(=O)(=O)C2)c1ccco1
    8	2	10	-5	-1	7	10	2	2	-14	1
(47) CCOC(=O)c1ccc(N2C(=O)CC(C)(CC)CC2=O)cc1
    -1	0	-8	0	-19	-5	16	-14	3	-4	2
(48) CCOc1cccc(-c2nnc(SCC(=O)Nc3cccc(OC)c3)n2N)c1
    -1	-7	2	-16	-13	-27	10	12	-1	-18	-11
(49) CCN(C[C@H]1N[C@@](CC)(C(=O)OC)[C@H]2C(=O)N(C)C(=O)[C@@H]12)S(=O)(=O)c1ccc(F)cc1
    -8	0	10	3	2	-23	19	-22	-12	-3	-4
(50) CCC(C(=O)NCc1ccccc1)n1c(-c2ccc3c(c2)CCO3)nc2ccccc21 (stereo not drawn)
    9	2	5	.	-12	.	.	-22	.	.	.
(51) C/C=C\C=C/C(=O)Nc1cccc(C2=NOC3(C2)C[C@@H](C(N)=O)N(C(=O)CCCCC)C3)c1 (stereo partly drawn)
    1	1	27	4	-18	-1	-18	-10	-1	-1	10
(52) CCN(CC(=O)Nc1ccc(Br)cc1)C(=O)c1nc2nc(C)cc(C)n2n1
    -10	5	5	-5	-9	-1	15	-9	-10	3	9
(53) COc1ccc(C2=Nc3cccc4cccc(c34)N2)cc1
    5	-14	9	-5	-17	-39	-2	-6	-3	-13	28
(54) CC(=O)NCCc1nc2cc(NC(=O)Nc3ccccc3)ccc2n1C
    2	-6	-59	-7	31	-27	-50	-27	13	1	27
(55) O=C(O)CCC1=C2c3ccccc3CCN2C(=O)CC1
    18	-2	7	-6	4	6	15	-23	4	-3	6
(56) COC(=O)c1ccc(CSc2nc3cc(Cl)ccc3s2)o1
    1	1	-6	-5	-8	-17	7	-20	1	-48	9
(57) Cc1cccc(Oc2ccccc2NC(=O)C2=COCCO2)c1
    -7	6	0	5	-29	3	5	-5	2	5	-1
(58) COc1ccc(C(=O)NCC(=O)OCc2nc(N)nc(Nc3ccccc3C)n2)cc1
    -1	-23	-12	-1	4	12	2	7	-6	0	-46

Bioassay records as filed in PubChem.
